Assay outcomes deposited in PubChem by Sanford-Burnham Center for Chemical Genomics.
tim23-1 inh – growth inhibitors of tim23-1 mutant yeast, primary screen, luminescence, uHTS. inhibition, % at 20 µM. S. cerevisiae tim23-1 growth, BacTiter-Glo luminescence, 24 h. 330,000 compounds, 1.3% hits;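 active = growth inhibition of the mutant yeast at or above 50%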;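 note: temperature-sensitive mutant grown at 25 °C; plate controls were DMSO-treated mutant yeast for no effect and medium wells lacking yeast for full effect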
APJ ag – agonists of human apelin receptor APJ, primary screen, CHO-K1 cells, PathHunter beta-arrestin, luminescence; activation, % at 20 µM; 0% DMSO wells, 100% apelin; 330,000 compounds, 0.11% hits; AID 2520, 2010; P35414;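 active = activation more than six SD over the plate average, tested at 20 µM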;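 note: 0% = DMSO alone and 100% = apelin-13 at 10 nM; some results filed as inactive read as strong as hits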
Target sequence (P35414 whole entry, looked up): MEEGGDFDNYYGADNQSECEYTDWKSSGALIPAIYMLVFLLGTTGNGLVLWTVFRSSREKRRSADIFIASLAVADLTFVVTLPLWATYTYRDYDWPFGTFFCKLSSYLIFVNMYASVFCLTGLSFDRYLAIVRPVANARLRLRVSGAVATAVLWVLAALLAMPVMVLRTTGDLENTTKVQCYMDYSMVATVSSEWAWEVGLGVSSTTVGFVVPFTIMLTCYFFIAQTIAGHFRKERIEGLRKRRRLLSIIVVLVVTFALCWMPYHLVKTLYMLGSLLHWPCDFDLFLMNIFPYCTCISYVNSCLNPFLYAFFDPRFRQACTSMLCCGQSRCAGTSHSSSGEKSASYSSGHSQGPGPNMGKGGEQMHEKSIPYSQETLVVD
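Test system – PathHunter CHO-K1 APJ (AGTRL-1) beta-arrestin reporter cells · Input – 1000 cells/well · Compound – single test compound dose, 20 µM final, 1% DMSO · Times – compound stimulation 90 min at 25 °C, detection 60 min · Technique – beta-gal luminescence · Read-out basis – APJ–arrestin association signal · Control set – negative DMSO alone, positive Apelin-13 at 10 nM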
UPR XBP1 act – activators of adaptive XBP1 UPR arm, primary screen, cell-based, CHO-XBP1 luciferase reporter, luminescence, uHTS | 330,000 compounds, 0.33% hits | IRE1-XBP1 UPR activation; percent of tunicamycin response, DMSO as zero | AID 463104, 2010 | activation, % at 20 µM;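 active = versus positive control, 20 µM dose yields 30% or more activation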;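 note: 100% = tunicamycin at 10 µg/mL and 0% = DMSO only wells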
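Material: IRE1-XBP1 luciferase reporter CHO line / Quantity: one thousand reporter cells per well / Buffer or medium: F12 with 10% serum / Compound: 20 µM single concentration, DMSO 1% / Times: 6 h treatment, 37 °C / Detection: Steady-Glo luciferase glow luminescence, 10 min after reagent addition / Benchmarks: tunicamycin high, DMSO low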
Jurkat NFkB inh – inhibitors of induced NF-kB luciferase reporter, primary screen, TCR NF-kB activation inhibitor project, cell-based, luminescence, uHTS; Jurkat, PMA/ionomycin-induced NF-kB luciferase reporter; inhibition, % at 4 µM; 330,000 compounds, 0.53% hits; in the data active = inhibition above about 50%
697 NFkB inh – inhibitors of PMA/ionomycin-induced NF-kB reporter, 697 cells, primary screen, B-cell NF-kB inhibitor project, cell-based, luminescence, uHTS. 697 B-cell NF-kB luciferase reporter, 16 h. inhibition, % at 4 µM. 330,000 compounds, 0.33% hits; in the data active = inhibition above about 35%
CHOP UPR activ – activators of apoptotic CHOP UPR arm, primary screen, cell-based, CHO-CHOP luciferase reporter, luminescence, uHTS. activation, % at 10 µM. 330,000 compounds, 0.34% hits. UPR activation; percent of tunicamycin response over DMSO baseline;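 active = at 10 µM dose, activation of 40% or more, normalized to positive control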;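 note: 100% = tunicamycin at 10 µg/mL and 0% = DMSO alone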
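Dosing – one dose, 10 µM in 0.5% DMSO · System – CHO-CHOP cells, stable luciferase reporter of PERK-eIF2a-CHOP signalling · Input – 500 cells/well · Control set – tunicamycin 10 µg/mL final as positive, DMSO-only wells as negative · Timing – 6 h compound treatment, 37 °C · Measure – % activation vs tunicamycin · Technique – luminescence read with Steady-Glo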
Mdm2 MdmX PPI – inhibitors of human Mdm2-MdmX association, primary screen, cell-based, luminescence, split luciferase, SaOS-2, uHTS; 330,000 compounds, 3% hits; inhibition, % at 8 µM; AID 485346, 2010; SaOS-2 split-luciferase Mdm2/MdmX complementation;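 active = inhibition of at least 50% at 8 µM in the primary screen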
APJ antag – antagonists of human apelin receptor APJ, primary screen, CHO-K1 cells, beta-arrestin complementation, luminescence | inhibition, % at 20 µM | AID 2521, 2010 | 330,000 compounds, 0.32% hits;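 active = inhibition above about 40% at 20 µM, limit read from the data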;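 note: cells challenged with 10 nM apelin-13 agonist together with compound; plate controls were apelin-13 plus DMSO wells for no effect and DMSO wells lacking apelin-13 for full effect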
An asterisk follows results filed as active.

SMILES	tim23-1 inh	APJ ag	UPR XBP1 act	Jurkat NFkB inh	697 NFkB inh	CHOP UPR activ	Mdm2 MdmX PPI	APJ antag
Cc1ccc(C)c(NC(=O)CCCCCN2C(=O)[C@@H]3Cc4ccccc4CN3C2=O)c1	16	-3	-2	-3	-12	0.0	11	-2
CCCc1c(O)c2ccccc2n(-c2ccccc2)c1=O	22	9	-2	-3	-14	-1.1	2	-19
CCCCNC(=O)c1oc2ccc(S(=O)(=O)N3CCCC3)cc2c1C	21	1	4	3	-12	-0.4	-15	-6
CN(c1ccc(OCC(=O)N2CCCC2)cc1)S(=O)(=O)c1ccc(Cl)cc1	22	-4	-3	14	15	0.6	-33	-7
COc1ccc(C(C)(C)C)cc1NC(=O)CCN1C(=O)C2CCCCC2C1=O (stereo not given)	26	-3	0	9	4	-0.7	-12	3
C=CCNc1nc2c(c(=O)[nH]c(=O)n2C)n1CCOc1ccccc1	-1	-1	-2	-13	-2	-0.9	14	-28
O=C(CCC(=O)N(CC(=O)NC1CCCCC1)Cc1ccccc1)Nc1ccccn1	8	-4	-2	-15	-2	0.2	-10	10
CC(=O)c1cccc(OCCN2C(=O)NC(C)(C)C2=O)c1	6	0	-2	2	15	-0.5	-12	-15
CCc1ccccc1NC(=O)CCCN1C(=O)C2CC=CCC2C1=O (stereo not given)	4	-2	-6	-7	4	0.0	8	9
CC12CCC(=O)N1C(C(=O)N1CCN(S(=O)(=O)c3cccc(C(F)(F)F)c3)CC1)CS2 (stereo not given)	13	1	0	-1	13	-0.7	-15	19
CCOC(=O)c1c(C)nc2sc(C(N)=O)c(N)c2c1-c1ccccc1	15	2	2	-5	-23	-2.4	13	3
CCCCCCCC(=O)NNC(=O)c1ccc(F)cc1	-15	-1	-1	1	-6	-1.4	-5	-29
COc1ccc(/C=N/NC(=O)c2cccc(Br)c2)cc1COc1ccccn1	-4	2	-1	1	5	1.5	13	-13
CN(C(=O)COC(=O)c1cc([N+](=O)[O-])ccc1Sc1ccccc1)C1CCS(=O)(=O)C1 (stereo not given)	14	1	3	22	-3	0.0	28	5
CCC(C)Cn1c(C(C)C)nc2ccccc21 (stereo not given)	9	-3	-2	-4	-4	-0.3	-7	6
CCOC(=O)c1cc2c(=O)n3ccccc3nc2n(CCOC)c1=NC(=O)c1ccncc1	9	1	2	-14	-12	-2.0	-4	0
O=C(N/N=C/c1c(O)ccc2ccccc12)c1ccc[n+](CCO)c1	13	-3	-1	-4	-12	-2.4	0	2
O=C(O)c1cc(NCc2cccs2)ccc1N1CCOCC1	13	2	-2	1	-4	0.1	-2	12
CC(=O)Nc1ccc(S(=O)(=O)N(C)c2ccccc2)cc1	13	-5	-1	5	-1	0.2	-23	5
Cn1c(=O)oc2cc(S(=O)(=O)N3CCc4ccccc43)ccc21	15	-6	0	10	-16	-2.0	12	-19
CCc1ccc(C(=O)COC(=O)CNC(=O)c2ccco2)cc1	9	-2	-3	-12	12	-0.8	-8	15
CCN1CCN(CC(=O)Nc2ccccc2)C(=O)C1=O	14	-4	0	-13	-14	2.9	-3	11
COc1ccc(CCNC(=O)C2CCN(C(=O)c3cccc(Cl)c3)CC2)cc1OC	11	-2	-3	0	8	2.1	10	15
COc1ccc(NC(=S)NCCNC(C)=O)cc1	7	-1	0	6	21	-0.1	7	-20
CCC(CO)NCc1sccc1C (stereo not given)	-5	-2	-1	13	2	0.6	3	-4
Cc1ccc(C)c(NC(=O)Cn2ccn(-c3ccc4c(c3)OCO4)c(=O)c2=O)c1	2	-4	1	7	-2	0.3	20	6
COCc1cc(/C=N\NC(=O)COc2ccccc2)ccc1OC	-6	0	0	-16	-10	5.2	-9	18
CCCCn1nnnc1NCc1cc(OC)c(OC)cc1OC	-4	-5	-2	8	13	0.9	10	3
COc1ccc(CN2[C@@H](CC(C)=O)c3cc(C(F)(F)F)ccc3S2(=O)=O)cc1	19	-2	-1	6	-20	1.7	13	1
CC1(C)CC2CC(C)(CN2C(=O)NC(=O)c2ccccc2)C1 (stereo not given)	19	2	0	7	11	2.8	3	2
CCOc1ccc(CCNC(=O)C2CCCN(S(=O)(=O)c3c(C)n[nH]c3C)C2)cc1OCC (stereo not given)	10	1	2	-4	19	-1.4	3	8
CNc1nc(SCC(=O)Nc2ccc(Cl)c(Cl)c2)nc(N2CCOCC2)n1	13	-2	-3	7	-9	1.6	43	-17
Cn1c(=O)c2c(nc(SCC(=O)O)n2Cc2cccc(C(F)(F)F)c2)n(C)c1=O	-2	2	-5	-2	11	0.2	32	3
COCC(=O)Nc1ccc(C(C)C)cc1	6	1	-3	-38	-46	2.5	-26	12
COc1ccc(CN2CCNC(=O)C2CC(=O)N(C)Cc2ccccn2)cc1OC (stereo not given)	17	0	1	-8	-28	3.1	5	1
Cc1cc(-n2c(C)cc(C(=O)CCl)c2C)no1	27	-4	1	7	11	171*	79*	27
COc1ccccc1C(=O)N1CCC(N2CCN(c3ccccc3)CC2)CC1	-5	1	-1	-1	17	1.9	-2	5
COc1ccc(-c2cc(=O)c3c(OC)c(OC)c(OC)c(OC)c3o2)cc1OC	27	-1	-2	-14	18	1.3	37	15
CCCCCN(C(=O)NC(=O)Nc1ccc(C)cc1C)S(C)(=O)=O	3	-2	0	-3	-2	0.1	11	-4
COC(=O)Cn1c2ccc(C)cc2c2nc(C)sc21	4	-4	0	2	20	1.7	-12	-1
CNC(=O)COc1ccc(Cl)c2cccnc12	20	-1	-2	0	10	-0.5	29	9
Cc1nn(C)c(Oc2ccc(Cl)cc2)c1C(=O)O	1	-8	-3	9	-7	-0.4	0	-10
CC(Oc1ccccc1F)C(=O)NNC(=O)CC(C)c1ccccc1 (stereo not given)	-9	0	-3	1	-15	-1.1	-19	11
S=C1NC2(CCCCC2)NN1c1ccccc1	-31	-4	-2	16	16	0.5	-1	3
Cc1ccc(NC(=O)c2nnn(-c3cc(C)cc(C)c3)c2N)cc1	18	7	2	-44	-68	0.8	-16	-3

An excerpt from above in order of molar mass, lowest first:
SMILES	tim23-1 inh	APJ ag	UPR XBP1 act	Jurkat NFkB inh	697 NFkB inh	CHOP UPR activ	Mdm2 MdmX PPI	APJ antag
COCC(=O)Nc1ccc(C(C)C)cc1	6	1	-3	-38	-46	2.5	-26	12
Cn1c(=O)c2c(nc(SCC(=O)O)n2Cc2cccc(C(F)(F)F)c2)n(C)c1=O	-2	2	-5	-2	11	0.2	32	3
CNc1nc(SCC(=O)Nc2ccc(Cl)c(Cl)c2)nc(N2CCOCC2)n1	13	-2	-3	7	-9	1.6	43	-17

New compounds follow.
SMILES	tim23-1 inh	APJ ag	UPR XBP1 act	Jurkat NFkB inh	697 NFkB inh	CHOP UPR activ	Mdm2 MdmX PPI	APJ antag
CN(C)c1cc[n+](CC(=O)Nc2cccc([N+](=O)[O-])c2)cc1	-2	-3	0	11	2	2.2	10	21
COc1ccc(Cl)cc1NC(=O)NC1CCCCC1	21	-2	-3	-1	4	0.2	7	2
CC(=O)Nc1ccc(S(=O)(=O)N(Cc2cccnc2)Cc2cc3ccc(C)cc3[nH]c2=O)cc1	52*	12	-4	-33	-46	0.2	0	-16
CCc1nn(CC(=O)NCCCN2CCN(C)CC2)c(=O)c2cc3sccc3n12	-6	-3	-4	-19	8	1.2	17	1
Cc1cc(C)n2nc(SCC(=O)Nc3ccc(S(=O)(=O)N(C)C)cc3)nc2n1	12	-2	-1	6	9	1.8	12	-6
Cc1cccc(OCCSc2nncn2C)c1	13	-2	7	-39	-9	4.9	-2	-13
COc1ccc(N2CCN(C(=O)CSc3nnc4n3C(C)(C)Cc3ccccc3-4)CC2)cc1	38	-1	-2	10	-17	-1.3	21	8
COCCN(C(=O)CSc1nc2nc(C)cc(C)n2n1)c1c(N)n(Cc2ccccc2)c(=O)[nH]c1=O	13	-4	-2	-11	-18	-0.5	-9	-5
Cc1ccc(CNC(=O)COc2ccc(C(=O)c3ccc(F)cc3)cc2)cc1	-5	-2	1	10	13	0.6	51*	3
CCN1CCN(C(=O)C2CCN(S(=O)(=O)c3ccc(Br)cc3)CC2)CC1	13	-5	0	9	-10	-0.2	27	-27
CNC(=O)c1ncnnc1N(C)C(=O)NCc1ccccc1	10	-1	-1	9	0	0.2	-10	-1
CCOC(=O)c1csc(N/N=C2\CCCc3ccccc32)n1	42	-1	4	13	9	3.3	12	1
Cc1c(C)[n+](=O)c2c(n1[O-])CCC2	9	0	19	-15	3	-1.1	-2	10
COc1cccc(-c2nnc(SCCC(=O)O)n2C)c1	25	4	-1	-6	-11	-0.7	-5	-26
CNC(=O)c1[nH]cnc1C(=O)N[C@@H](C)C(=O)OC(C)(C)C	-7	-2	0	-1	-2	1.2	-17	12

Entries of single compounds as entered above. Screens in order: tim23-1 inh	APJ ag	UPR XBP1 act	Jurkat NFkB inh	697 NFkB inh	CHOP UPR activ	Mdm2 MdmX PPI	APJ antag
Listed for CCOC(=O)c1cc2c(=O)n3ccccc3nc2n(CCOC)c1=NC(=O)c1ccncc1 : 9	1	2	-14	-12	-2.0	-4	0
Listed for COCC(=O)Nc1ccc(C(C)C)cc1 : 6	1	-3	-38	-46	2.5	-26	12
Listed for COc1ccc(N2CCN(C(=O)CSc3nnc4n3C(C)(C)Cc3ccccc3-4)CC2)cc1 : 38	-1	-2	10	-17	-1.3	21	8

The results go on.
SMILES	tim23-1 inh	APJ ag	UPR XBP1 act	Jurkat NFkB inh	697 NFkB inh	CHOP UPR activ	Mdm2 MdmX PPI	APJ antag
CSCCC(NC(=O)OC(C)(C)C)C(=O)NC(C(=O)NC(CC(C)C)C(N)=O)C(C)C (stereo not given)	-8	-3	1	-12	-5	-0.1	-1	4
COc1cc2ncnc(NCc3ccccc3)c2cc1OC	-51	-3	6	2	6	-3.0	33	3
c1ccc(CSc2nnc(SCc3ccccn3)s2)nc1	5	-1	8	-45	-29	2.1	-37	-2
O=C1CC(C(=O)Nc2cccc3ccccc23)C2(CCCC2)O1 (stereo not given)	2	2	0	0	9	-0.3	14	-3
CCCCC(=O)Nc1ccc(C(=O)NCCCn2ccnc2)cc1	0	-2	2	-12	-1	3.5	-14	3
CCOc1ccccc1NC(=O)Cn1ncc2ccc([N+](=O)[O-])cc21	38	-3	0	-10	-27	-0.5	-22	-13
CC(NC(=O)[C@H](NC(=O)[C@@H]1Cc2ccccc2CN1)c1ccccc1)c1ccccc1 (stereo not given in full)	13	-5	-2	0	15	0.4	27	-57
CC(C)(C)NC(=O)N1CCN(S(=O)(=O)c2ccc3c(c2)CCC3)CC1	16	-3	0	6	10	0.9	9	-5
CCC(C)[C@H](NC(=O)N1CC(=O)Nc2ccccc21)C(=O)N[C@H](Cc1ccccc1)C(=O)O (stereo not given in full)	12	-3	-4	6	13	-0.2	-6	-31
Nc1ccccc1SC1CC(=O)N(c2ccc3c(c2)OCCO3)C1=O (stereo not given)	2	0	2	-30	-56	7.1	3	13
O=C(O)C1C2C=CC(C2)C1C(=O)OCc1ccccc1 (stereo not given)	10	-2	-1	1	8	0.6	6	0
CCOP(=O)(OCC)C(Nc1cccc([N+](=O)[O-])c1)c1ccc(N(C)C)cc1 (stereo not given)	26	-3	-2	-1	4	-1.5	6	8
C=CCc1cc(Cl)ccc1OCCOCCNC(C)(C)C	11	-5	3	1	-6	-0.3	16	7
